Source: PubChem (Broad Institute)
IDH1 mut inh: IDH1 R132H (human) inhibition | O75874 | IDH1 R132H reductase, diaphorase/resazurin fluorescence, 60 min | inhibition, % at 10 µM | 70,000 compounds, 0.18% hits | AID 624101; in the data active means inhibition above about 34%;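 further: 0% = DMSO and 100% = no enzyme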
PRC2 inh: inhibitors of human EZH2/PRC2 methyltransferase; Q15910; PRC2 H3K27 methylation, DELFIA TRF, 1 h; inhibition, % at 12.5 µM; 57,000 compounds, 0.35% hits;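 active means mean inhibition of replicates at least 50% and every single replicate also reaching 50%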;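 further: dimethyl H3K27 on biotinylated H3 21-44 peptide detected by antibody; plate controls were median neutral control wells for no effect and median positive control wells for full effect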
Target sequence (Q15910 whole entry, looked up): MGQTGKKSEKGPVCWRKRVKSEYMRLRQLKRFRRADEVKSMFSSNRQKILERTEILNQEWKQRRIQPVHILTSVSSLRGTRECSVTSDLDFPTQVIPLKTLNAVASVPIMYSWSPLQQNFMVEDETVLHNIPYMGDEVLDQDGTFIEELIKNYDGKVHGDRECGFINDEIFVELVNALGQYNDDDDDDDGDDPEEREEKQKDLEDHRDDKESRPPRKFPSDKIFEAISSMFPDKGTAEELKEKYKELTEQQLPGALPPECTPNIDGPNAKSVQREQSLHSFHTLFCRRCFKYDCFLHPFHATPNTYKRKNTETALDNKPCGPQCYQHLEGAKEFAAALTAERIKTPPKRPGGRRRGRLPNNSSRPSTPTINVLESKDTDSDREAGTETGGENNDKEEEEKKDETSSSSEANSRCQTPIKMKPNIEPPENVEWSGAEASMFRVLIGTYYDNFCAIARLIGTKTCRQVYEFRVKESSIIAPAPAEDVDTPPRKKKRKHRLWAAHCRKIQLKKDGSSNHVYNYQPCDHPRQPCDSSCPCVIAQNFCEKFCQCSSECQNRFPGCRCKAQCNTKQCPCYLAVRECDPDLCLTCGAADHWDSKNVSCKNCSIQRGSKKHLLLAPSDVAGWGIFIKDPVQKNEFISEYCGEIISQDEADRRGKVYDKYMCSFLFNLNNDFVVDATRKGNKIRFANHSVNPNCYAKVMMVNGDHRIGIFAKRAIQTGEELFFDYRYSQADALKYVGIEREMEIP
An asterisk follows results filed as active. This is a subset; the hit share may differ from the screen's.

`CCn1c(SCC(=O)Nc2ccc(C(=O)O)cc2)nnc1-c1ccc(C)cc1` gave IDH1 mut inh 0.2 and PRC2 inh -7.
COc1cccc(-c2cn(CC[C@@H]3CC[C@@H](NC(=O)CC4CC4)[C@H](CO)O3)nn2)c1 was read as IDH1 mut inh -0.2 and PRC2 inh 12.
COc1ccc(C#Cc2ccc3c(c2)[C@]2(C(=O)N3)[C@H](c3ccc(OCCO)cc3)N3[C@H](c4ccccc4)[C@H](c4ccccc4)OC(=O)[C@H]3[C@@H]2C(=O)Nc2nc3ccccc3s2)cc1 was read as PRC2 inh 21.
For CC(C)CC#Cc1cnc2c(c1)C(=O)N([C@@H](C)CO)C[C@@H](C)[C@H](CN(C)C(=O)Cc1ccncc1)O2 the results were IDH1 mut inh 0.1.
For C[C@@H]1CN([C@@H](C)CO)C(=O)c2cccc(NC(=O)Nc3ccccc3)c2O[C@H]1CN(C)CC1CCCCC1 the results were PRC2 inh -8.
`COc1ccc(S(=O)(=O)N(C)C[C@@H]2OCCCC[C@@H](C)Oc3ccc(NS(=O)(=O)c4cccs4)cc3C(=O)N([C@H](C)CO)C[C@@H]2C)cc1` gave IDH1 mut inh -2.2.
O=C(CSc1nnnn1-c1ccccc1)Nc1ccc(Br)c(Cl)c1 was read as IDH1 mut inh -0.1 and PRC2 inh 2.
Screening C[C@@H]1CN([C@@H](C)CO)C(=O)c2cc(NC(=O)Nc3ccc(F)cc3)ccc2O[C@H]1CN(C)C(=O)Nc1ccc2c(c1)OCO2 returned IDH1 mut inh -2.5.
Screening C[C@@H]1CN([C@H](C)CO)C(=O)c2cc(NS(=O)(=O)c3cn(C)cn3)ccc2O[C@@H](C)CCCCO[C@H]1CN(C)CC1CCCCC1 returned IDH1 mut inh 1.9.
CCCC(=O)Nc1ccc2c(c1)OC[C@@H](C)NC[C@@H](C)[C@@H](OC)CN(C)C2=O was read as IDH1 mut inh 0.3 and PRC2 inh 8.
Screening CNC[C@@H]1Oc2c(NS(=O)(=O)c3ccc(F)cc3)cccc2C(=O)N([C@@H](C)CO)C[C@H]1C returned IDH1 mut inh 0.5 and PRC2 inh -6.
`COc1ccc(NC(=O)CSc2nc(C34CC5CC(CC(C5)C3)C4)ccc2C#N)cc1` gave IDH1 mut inh 0.1 and PRC2 inh 9.
For CC(C)NC(=O)Nc1ccc2c(c1)C(=O)N([C@@H](C)CO)C[C@H](C)[C@H](CN(C)CC1CCCCC1)O2 the results were IDH1 mut inh 0.3 and PRC2 inh -2.
COc1ccc(CNC(=O)C[C@H]2C=C[C@@H](NS(=O)(=O)c3cccc(OC)c3)[C@H](CO)O2)cc1 was read as IDH1 mut inh 0.0 and PRC2 inh -3.
For COc1cccc(NC(=O)N[C@H]2CC[C@H](CC(=O)Nc3ccccc3)O[C@H]2CO)c1 the results were IDH1 mut inh 0.0 and PRC2 inh 3.
CCCNC(=O)N1C[C@@H](C)[C@@H](OC)CN(C)C(=O)c2cc(NS(C)(=O)=O)ccc2OC[C@@H]1C was read as IDH1 mut inh 0.0 and PRC2 inh 4.
`CCOC(=O)N(C)C[C@H]1OCc2ccccc2-c2c(n(C)c3ccccc23)C(=O)N([C@@H](C)CO)C[C@@H]1C` gave PRC2 inh -4.
For CNC[C@H]1Oc2ncc(-c3ccc(C#N)cc3)cc2C(=O)N([C@@H](C)CO)C[C@H]1C the results were IDH1 mut inh 2.0 and PRC2 inh 5.
For C[C@@H]1CN([C@H](C)CO)C(=O)CCCn2cc(nn2)CO[C@@H]1CN(C)C(=O)Nc1ccc2c(c1)OCCO2 the results were PRC2 inh -1.
`C[C@@H]1CN([C@H](C)CO)C(=O)c2cc(NS(C)(=O)=O)ccc2O[C@H]1CN(C)Cc1ccncc1` gave IDH1 mut inh 1.9 and PRC2 inh 3.
Screening C[C@H](CO)N1C[C@H](C)[C@H](CN(C)S(=O)(=O)c2ccccc2)OCCCC[C@H](C)Oc2ccc(NC(=O)Nc3ccc(C(F)(F)F)cc3)cc2C1=O returned IDH1 mut inh 0.1.
`C[C@H]1CN([C@@H](C)CO)C(=O)c2cc(C3=CCCCC3)cnc2O[C@@H]1CN(C)CC1CCCC1` gave IDH1 mut inh -0.2 and PRC2 inh -16.
Screening O=C(C[C@@H]1C=C[C@@H](NC(=O)c2ccccc2)[C@@H](CO)O1)Nc1ccc(-c2ccccc2)cc1 returned IDH1 mut inh -0.8 and PRC2 inh 32.
Screening C[C@H]1CN([C@@H](C)CO)C(=O)Cc2cc(NC(=O)Nc3cccc4ccccc34)ccc2O[C@@H]1CN(C)C(=O)Nc1cccc2ccccc12 returned IDH1 mut inh 0.8.
Screening COCC(=O)Nc1ccc2c(c1)OC[C@@H](C)N(C(=O)c1ccncc1)C[C@@H](C)[C@@H](OC)CN(C)C2=O returned IDH1 mut inh 0.0 and PRC2 inh 4.
Cc1noc(C)c1S(=O)(=O)N(C)C[C@H]1OCCCC[C@H](C)Oc2ccc(NS(=O)(=O)c3ccc(Cl)cc3)cc2C(=O)N([C@H](C)CO)C[C@@H]1C was read as IDH1 mut inh 0.2.
`O=C(N/N=C/c1cc(O)ccc1Br)c1ccccc1O` gave IDH1 mut inh 0.0 and PRC2 inh 8.
For CCCC#Cc1cnc2c(c1)C(=O)N([C@H](C)CO)C[C@H](C)[C@H](CN(C)C(=O)CN1CCOCC1)O2 the results were IDH1 mut inh -0.1 and PRC2 inh 95*.
C[C@H]1CN([C@@H](C)CO)C(=O)Cc2cc(NC(=O)Nc3ccccc3)ccc2O[C@H]1CN(C)Cc1ccccc1 was read as IDH1 mut inh -0.8.
Screening C[C@H]1CN([C@@H](C)CO)S(=O)(=O)c2ccc(Br)cc2O[C@H]1CN(C)C(=O)C1CCCCC1 returned PRC2 inh 0.
O=C1Nc2ccc(Br)cc2/C1=C/c1cc2c([nH]1)CCCC2 was read as IDH1 mut inh -0.2.
C[C@H]1CCCCO[C@@H](CN(C)C(=O)Nc2ccccc2)[C@@H](C)CN([C@@H](C)CO)C(=O)c2cc(NC(=O)Nc3ccc(F)cc3)ccc2O1 was read as IDH1 mut inh 0.9.
CO[C@@H]1CN(C)C(=O)c2cc(NC(C)=O)ccc2OC[C@H](C)N(Cc2cc(F)ccc2F)C[C@@H]1C was read as IDH1 mut inh 0.2 and PRC2 inh -3.
Screening C[C@@H]1CN([C@H](C)CO)S(=O)(=O)c2ccc(-c3ccc(F)cc3)cc2O[C@@H]1CN(C)C(=O)C1CCC1 returned PRC2 inh -3.
`C[C@@H]1CN([C@H](C)CO)C(=O)c2cc(C#CC3(O)CCCC3)cnc2O[C@H]1CN(C)C(=O)Nc1ccc2c(c1)OCO2` gave PRC2 inh -1.
`Cc1ccc(SCCC(=O)N2CCN(c3ncc(C(F)(F)F)cc3Cl)CC2)cc1` gave IDH1 mut inh -2.7 and PRC2 inh 7.
`CCn1c(SCC(=O)Nc2ccc(Br)c(Cl)c2)nnc1-c1ccccc1F` gave IDH1 mut inh -0.4 and PRC2 inh 9.
`C[C@@H]1CN([C@@H](C)CO)C(=O)c2cc(NC(=O)Cc3ccccc3)ccc2O[C@H]1CN(C)S(=O)(=O)c1ccc(Cl)cc1` gave IDH1 mut inh 1.5 and PRC2 inh -4.
Screening Cc1ccc(S(=O)(=O)Nc2ccc3c(c2)CC(=O)N([C@H](C)CO)C[C@H](C)[C@@H](CN(C)C)O3)cc1 returned IDH1 mut inh -0.4 and PRC2 inh 14.
`COc1ccc(CNC(=O)C[C@H]2CC[C@@H](NS(=O)(=O)c3cccc(OC)c3)[C@@H](CO)O2)cc1` gave IDH1 mut inh -0.5 and PRC2 inh -2.
`CC(C)NC(=O)Nc1ccc2c(c1)CC(=O)N([C@H](C)CO)C[C@@H](C)[C@@H](CN(C)Cc1ccc(Cl)c(Cl)c1)O2` gave IDH1 mut inh 1.4.
Screening O=C(C[C@@H]1C[C@@H]2c3cc(NC(=O)c4cccnc4)ccc3O[C@@H]2[C@@H](CO)O1)NCCc1ccccc1 returned IDH1 mut inh 0.1 and PRC2 inh 0.
For CC1CCc2c(sc3ncn(CC(=O)Nc4c(C(C)C)cccc4C(C)C)c(=O)c23)C1 (stereo not given) the results were IDH1 mut inh 0.2 and PRC2 inh 7.
For O=C(COc1ccc([N+](=O)[O-])cc1)Nc1ccc(-c2nc3ccccc3o2)cc1 the results were IDH1 mut inh 0.7 and PRC2 inh 9.
`C[C@@H]1CN([C@@H](C)CO)C(=O)c2cc(C#Cc3ccccc3)cnc2O[C@H]1CN(C)Cc1ccccn1` gave IDH1 mut inh -1.8 and PRC2 inh -14.
For COc1ccc(NC(=O)Nc2ccc3c(c2)CC(=O)N([C@H](C)CO)C[C@H](C)[C@@H](CN(C)Cc2ccc(C(=O)Nc4ccccc4N)cc2)O3)cc1 the results were IDH1 mut inh -1.2.
Cc1ccc(S(=O)(=O)Nc2cccc3c2O[C@@H](CN(C)Cc2ccc(C(=O)O)cc2)[C@H](C)CN([C@H](C)CO)C3=O)cc1 was read as IDH1 mut inh -1.0.
For C[C@H]1CN([C@@H](C)CO)C(=O)c2cc(-c3ccc(F)cc3)cnc2O[C@H]1CN(C)Cc1cccnc1 the results were IDH1 mut inh -0.1 and PRC2 inh -8.
For CO[C@@H]1CN(C)C(=O)c2cc(NC(=O)C3CC3)ccc2OC[C@@H](C)N(Cc2nccs2)C[C@H]1C the results were IDH1 mut inh 0.2 and PRC2 inh -7.
CNC[C@H]1Oc2ccc(NS(=O)(=O)c3c(C)noc3C)cc2C(=O)N([C@@H](C)CO)C[C@@H]1C was read as IDH1 mut inh 4.0.
For CC(C)CC#Cc1ccc2c(c1)O[C@H](CN(C)C(=O)c1ccncc1)[C@@H](C)CN([C@@H](C)CO)S2(=O)=O the results were IDH1 mut inh -0.1.
O=C(O)CCC(=O)Nc1ccc(C(=O)O)cc1 was read as IDH1 mut inh 0.0 and PRC2 inh 2.
`C[C@H]1CN([C@@H](C)CO)C(=O)CCCn2nncc2CO[C@H]1CN(C)Cc1cccc(O)c1` gave PRC2 inh 13.
Screening COc1ccccc1S(=O)(=O)N[C@H]1CC[C@H](CC(=O)N2CCN(C)CC2)O[C@H]1CO returned IDH1 mut inh 0.2 and PRC2 inh 0.
C[C@@H]1CN([C@H](C)CO)C(=O)c2cc(NS(=O)(=O)c3cccs3)ccc2O[C@@H](C)CCCCO[C@@H]1CN(C)C(=O)C1CCCCC1 was read as IDH1 mut inh -0.9.
For CC(=O)N(C)C[C@@H]1Oc2ncc(-c3ccc(C#N)cc3)cc2C(=O)N([C@H](C)CO)C[C@@H]1C the results were PRC2 inh 7.
`COCC(=O)Nc1ccc2c(c1)OC[C@@H](C)NC[C@@H](C)[C@H](OC)CN(C)C2=O` gave IDH1 mut inh -0.4 and PRC2 inh 1.
For C=C1C2CCC3[C@]4(C)CCC[C@@](C)(C(=O)O)C4CC[C@]3(C2)C1OC(C)=O (stereo not given in full) the results were IDH1 mut inh -0.2 and PRC2 inh 10.
For CCC(=O)N(C)C[C@@H]1Oc2cc(-c3ccccc3)ccc2S(=O)(=O)N([C@@H](C)CO)C[C@H]1C the results were IDH1 mut inh -1.0 and PRC2 inh -2.
Cc1noc(C)c1NC(=O)NCC[C@@H]1CC[C@H](NC(=O)c2ccccc2)[C@@H](CO)O1 was read as IDH1 mut inh -0.1 and PRC2 inh 4.
`C[C@@H](NC(=O)C[C@H]1CC[C@H](NC(=O)Nc2ccc3c(c2)OCO3)[C@@H](CO)O1)c1ccccc1` gave IDH1 mut inh 0.1 and PRC2 inh 1.
Screening C[C@H]1CN([C@@H](C)CO)C(=O)Cc2cc(NC(=O)Cc3cn(C)c4ccccc34)ccc2O[C@@H]1CN(C)Cc1ccc(-c2ccccc2)cc1 returned IDH1 mut inh 0.7.
Screening C[C@@H]1CCCCO[C@@H](CN(C)S(=O)(=O)c2ccc(F)cc2)[C@H](C)CN([C@@H](C)CO)C(=O)c2cc(NC(=O)c3ccccc3)ccc2O1 returned IDH1 mut inh -0.1.
Screening COCCNC(=O)C[C@@H]1C[C@@H]2c3cc(NC(=O)C4CCC4)ccc3O[C@@H]2[C@H](CO)O1 returned IDH1 mut inh 0.3 and PRC2 inh 7.
`O=C1O[C@@H](c2ccccc2)[C@@H](c2ccccc2)N2[C@@H](c3ccccc3OCCO)[C@]3(C(=O)Nc4ccccc43)[C@@H](C(=O)N3CCN(c4ncccn4)CC3)[C@H]12` gave PRC2 inh -9.

Structures shown so far that contain a Cl atom:
O=C(CSc1nnnn1-c1ccccc1)Nc1ccc(Br)c(Cl)c1 was read as IDH1 mut inh -0.1 and PRC2 inh 2.
Cc1noc(C)c1S(=O)(=O)N(C)C[C@H]1OCCCC[C@H](C)Oc2ccc(NS(=O)(=O)c3ccc(Cl)cc3)cc2C(=O)N([C@H](C)CO)C[C@@H]1C was read as IDH1 mut inh 0.2.
`Cc1ccc(SCCC(=O)N2CCN(c3ncc(C(F)(F)F)cc3Cl)CC2)cc1` gave IDH1 mut inh -2.7 and PRC2 inh 7.
`CCn1c(SCC(=O)Nc2ccc(Br)c(Cl)c2)nnc1-c1ccccc1F` gave IDH1 mut inh -0.4 and PRC2 inh 9.
`C[C@@H]1CN([C@@H](C)CO)C(=O)c2cc(NC(=O)Cc3ccccc3)ccc2O[C@H]1CN(C)S(=O)(=O)c1ccc(Cl)cc1` gave IDH1 mut inh 1.5 and PRC2 inh -4.
`CC(C)NC(=O)Nc1ccc2c(c1)CC(=O)N([C@H](C)CO)C[C@@H](C)[C@@H](CN(C)Cc1ccc(Cl)c(Cl)c1)O2` gave IDH1 mut inh 1.4.

Of the compounds above, these have a CF3 group:
Screening C[C@H](CO)N1C[C@H](C)[C@H](CN(C)S(=O)(=O)c2ccccc2)OCCCC[C@H](C)Oc2ccc(NC(=O)Nc3ccc(C(F)(F)F)cc3)cc2C1=O returned IDH1 mut inh 0.1.
`Cc1ccc(SCCC(=O)N2CCN(c3ncc(C(F)(F)F)cc3Cl)CC2)cc1` gave IDH1 mut inh -2.7 and PRC2 inh 7.
